# PfM18AAP inh: PfM18AAP enzyme inhibition; recombinant PfM18AAP, H-Glu-NHMec fluorogenic cleavage; inhibition, % at 7.35 µM; 290,000 tested, 1.2% active;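 active = inhibition above the campaign mean inhibition over all tested compounds plus 3 SD, cut at about 28% in these data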;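 also: 0% = plate median of test compound wells and 100% = 2 mM ZnCl2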
# FID counter: displaces DNA intercalator in HCV helicase counter-screen. DNA fluorescent intercalator displacement, fluorescence. inhibition, % at 7.9 µM. 290,000 tested, 0.17% active. AID 1845; in the data active = inhibition above about 37%;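 also: 0% = vehicle and 100% = reference compound; higher means more ethidium bromide displaced from hairpin DNA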
# GPR7 antagonist: antagonists of human GPR7 (neuropeptides B/W receptor 1); GPR7-expressing cells, fluorescence antagonist assay; inhibition, % at 4.4 µM; 290,000 tested, 1.1% active; in the data active = inhibition above about 16%, passing the limit was not always enough;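 also: cells stimulated with the agonist NPW; 0% = agonist with vehicle and 100% = vehicle without agonist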
# MEKK3 PB1 HTS: MEKK3-MEK5 PB1 interaction, increase or decrease. Q99759. bead-based flow cytometry, Alexa488-MEK5 binding to MEKK3; actives lie on both sides; 0 = blocked by unlabeled MEK5, 100 = vehicle. binding response (% of control), % at 10 µM. 290,000 tested, 1.4% active;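 active = binding response more than 3 SD above or below the average of its plate-row segment, actives on both sides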;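 also: Alexa488 bead fluorescence after subtracting the streptavidin-only scavenger bead signal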
# Target sequence (Q99759 whole entry, looked up): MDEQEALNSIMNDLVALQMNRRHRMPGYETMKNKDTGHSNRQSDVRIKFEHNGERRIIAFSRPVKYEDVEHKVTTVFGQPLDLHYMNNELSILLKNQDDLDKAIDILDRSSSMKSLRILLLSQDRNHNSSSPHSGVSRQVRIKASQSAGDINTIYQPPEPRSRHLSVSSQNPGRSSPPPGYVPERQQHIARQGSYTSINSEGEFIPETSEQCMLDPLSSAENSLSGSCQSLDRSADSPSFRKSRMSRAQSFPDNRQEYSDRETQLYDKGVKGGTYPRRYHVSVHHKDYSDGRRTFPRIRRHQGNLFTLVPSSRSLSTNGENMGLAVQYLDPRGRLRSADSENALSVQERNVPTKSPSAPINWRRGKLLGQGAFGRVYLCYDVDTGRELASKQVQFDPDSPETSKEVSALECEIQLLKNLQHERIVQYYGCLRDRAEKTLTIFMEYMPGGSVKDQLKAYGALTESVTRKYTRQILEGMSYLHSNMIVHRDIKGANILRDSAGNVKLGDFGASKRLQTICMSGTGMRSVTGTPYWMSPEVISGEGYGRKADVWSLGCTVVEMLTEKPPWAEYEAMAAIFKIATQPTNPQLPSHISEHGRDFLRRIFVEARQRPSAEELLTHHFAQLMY
# OXTR agonist: activates the human oxytocin receptor. P30559. CHO-OTR cells, Fluo-8 calcium fluorescence; normalized: DMSO 0%, oxytocin 100%. activation, % at 3 µM. 320,000 tested, 0.32% active. AID 2435;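 active = activation above the mean of all tested compounds plus 3 SD, cutoff set per screening run, cut at about 20% in these data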;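 also: peak over basal fluorescence ratio from a 100 s FLIPR kinetic read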
# MEKK2wt PB1 HTS: raises or lowers MEK5 binding to wildtype human MEKK2 PB1 domain; Q9Y2U5; bead flow cytometry, Alexa488-MEK5 binding to MEKK2 WT; actives lie on both sides; binding response (% of control), % at 10 µM; 290,000 tested, 1.1% active; in the data active = binding response below about 67% or above about 130%
# NALP1 inh: NALP1 inhibition | 280,000 tested, 0.61% active | S. cerevisiae NALP1/ASC/caspase-1 growth, X-gal OD620, 72 h | AID 2071 | inhibition, % at 10 µM; in the data active = inhibition mostly above about 24%, no sharp cut-off; inactive = mostly below about 32%; also: some compounds called inactive have numbers as strong as hits
# MEKK2 mut-MEK5: signal of MEK5 binding to mutant human MEKK2 PB1 domain; bead flow cytometry, Alexa488-MEK5 binding to MEKK2 mutant; percent response, % at 10 µM; 290,000 tested, 0.35% active; in the data active = percent response above about 24%, passing the limit was not always enough; also: inactives centre near 1; some results filed as inactive read as strong as hits; reference of the scale not given here
# PHOSPHO1 inh: blocks human PHOSPHO1 phosphatase activity | Q8TCT1 | recombinant PHOSPHO1, absorbance phosphatase assay | inhibition, % at 13.3 µM | 290,000 tested, 1.1% active | AID 1565; in the data active = inhibition above about 60%
# Target sequence (Q8TCT1 whole entry, looked up): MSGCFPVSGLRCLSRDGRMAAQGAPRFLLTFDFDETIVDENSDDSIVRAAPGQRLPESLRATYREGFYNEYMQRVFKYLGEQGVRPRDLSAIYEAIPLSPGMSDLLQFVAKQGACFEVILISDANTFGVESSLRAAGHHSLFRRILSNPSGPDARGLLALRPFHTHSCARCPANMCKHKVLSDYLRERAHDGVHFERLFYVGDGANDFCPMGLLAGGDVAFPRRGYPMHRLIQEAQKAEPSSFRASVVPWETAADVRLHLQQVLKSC
# An asterisk follows results filed as active; / = no result given. Not a hit list, and some 6.2% of all compounds hit somewhere here.
# Preview, 3 compounds:
SMILES,PfM18AAP inh,FID counter,GPR7 antagonist,MEKK3 PB1 HTS,OXTR agonist,MEKK2wt PB1 HTS,NALP1 inh,MEKK2 mut-MEK5,PHOSPHO1 inh
Cc1ccccc1-c1nc(CS(=O)(=O)CC(=O)NCc2ccccc2)c(C)o1,-3,-29,-9,113,-0.4,115,25,8,6
COc1ccc(C(=O)NCc2ccon2)cc1OC1CCN(C(C)C)CC1,-1,11,-4,95,0.9,95,24,-12,40
Cc1cccc(-n2ncc3c(NCCCn4ccnc4)ncnc32)c1,4,12,-4,96,0.1,105,15,-5,-3

# The whole of this part (from the top)
SMILES,PfM18AAP inh,FID counter,GPR7 antagonist,MEKK3 PB1 HTS,OXTR agonist,MEKK2wt PB1 HTS,NALP1 inh,MEKK2 mut-MEK5,PHOSPHO1 inh
Cc1ccccc1-c1nc(CS(=O)(=O)CC(=O)NCc2ccccc2)c(C)o1,-3,-29,-9,113,-0.4,115,25,8,6
COc1ccc(C(=O)NCc2ccon2)cc1OC1CCN(C(C)C)CC1,-1,11,-4,95,0.9,95,24,-12,40
Cc1cccc(-n2ncc3c(NCCCn4ccnc4)ncnc32)c1,4,12,-4,96,0.1,105,15,-5,-3
COc1ccc(NC(=O)COC(=O)Cc2c[nH]c3ccccc23)cc1OC,-7,-12,-1,99,3.6,96,-8,0,-31
COCCOC(=O)C1=C(C)NC(=O)NC1c1c(F)cccc1Cl (stereo unspecified),0,-7,3,98,1.0,96,8,1,5
CCC(NC(=O)c1ccncc1)c1ccccc1 (stereo unspecified),13,-3,-8,104,-0.6,100,/,1,/
C[C@]12C=CC(=O)C=C1CC[C@@H]1[C@@H]2[C@@H](O)C[C@@]2(C)[C@H]1CC[C@]2(O)C(=O)COC(=O)CCC(=O)NCCc1ccc(O)cc1,5,-52,-8,108,/,109,6,14,14
O=C(NCc1ccco1)c1cc(-c2cccs2)nc2ccccc12,-5,-4,-2,95,-0.2,99,11,-2,-18
CC1(C)Cc2c(C#N)c(SCC(=O)c3ccccc3)nc(N3CCOCC3)c2CO1,2,3,-2,/,-1.8,/,16,/,12
CCOc1ccccc1CN1CCN(Cc2ccc(C)o2)C(CCO)C1 (stereo unspecified),6,3,-2,95,0.4,91,4,-9,40
COCCNC(=O)CN1CCC(NC(=O)Nc2ccccc2)CC1,-4,11,-9,99,0.1,98,12,-1,-4
COc1ccc(C(=O)C2CCCN(C3Cc4ccccc4C3)C2)c(OC)c1 (stereo unspecified),-11,7,-11,100,-0.1,92,-9,-11,3
Cn1nc(-c2ccccc2)cc1NS(=O)(=O)c1ccccc1,-13,-10,-13,91,-2.0,88,10,-6,7
O=C(NC1CCCCC1)c1ccc(S(=O)(=O)NCc2cccnc2)cc1,-14,-6,-10,100,3.1,97,19,1,-8
CCOC(=O)Cc1csc(NC(=S)NC(=O)c2ccccc2Br)n1,10,-11,-9,98,-0.7,98,22,-2,-10
O=C(NCCNc1ccc([N+](=O)[O-])cc1)c1ccco1,-1,4,1,89,0.2,85,1,-39,20
O=C(c1ccc(CN2CCc3ccccc3C2)cc1)N1CCCCC1,4,-19,-3,100,0.8,99,17,4,7
CCOC(=O)CS(=O)(=O)c1ccc2ccccc2c1,0,-6,-18,102,-1.6,101,-9,2,31
COc1ccc2cnn(-c3ccccc3)c(=O)c2c1OC,-2,-2,-11,99,-0.6,101,-7,5,-4
O=C(Cc1ncon1)Nc1ccc(F)c(F)c1F,3,-5,12,94,0.0,98,17,1,32
CN(CCO)C1=CC(=O)CC(C)(C)C1,-4,-3,-8,111,0.1,100,4,3,0
COc1cccc2c1OCC(CN1CCN(C3CCCCC3)C(CCO)C1)=C2 (stereo unspecified),-3,16,-2,99,0.9,96,3,-8,48
CC(=O)N1CCC(N(CCN2CCOCC2)C(=S)Nc2cccc(C)c2)CC1,-2,-2,-18,102,-0.2,102,14,0,1
CN1CCN(S(=O)C23CC4CC(CC(C4)C2)C3)CC1 (stereo unspecified),2,-2,0,105,0.2,109,-79,9,-23
COc1ccc(NC(=O)c2ccsc2NC(C)=O)cc1,-2,-2,-8,113,-0.8,109,3,-1,11

# Looked up above.
# Under MEKK2 mut-MEK5, COc1ccc2cnn(-c3ccccc3)c(=O)c2c1OC is listed with 5
# Under MEKK2wt PB1 HTS, O=C(NC1CCCCC1)c1ccc(S(=O)(=O)NCc2cccnc2)cc1 is listed with 97
# Under FID counter, COc1ccc(NC(=O)COC(=O)Cc2c[nH]c3ccccc23)cc1OC is listed with -12
# Under MEKK2 mut-MEK5, O=C(c1ccc(CN2CCc3ccccc3C2)cc1)N1CCCCC1 is listed with 4
# Under PfM18AAP inh, COCCNC(=O)CN1CCC(NC(=O)Nc2ccccc2)CC1 is listed with -4
# Under MEKK2wt PB1 HTS, O=C(NCc1ccco1)c1cc(-c2cccs2)nc2ccccc12 is listed with 99

# Next part:
SMILES,PfM18AAP inh,FID counter,GPR7 antagonist,MEKK3 PB1 HTS,OXTR agonist,MEKK2wt PB1 HTS,NALP1 inh,MEKK2 mut-MEK5,PHOSPHO1 inh
S=C(NCCSCc1ccc(Cl)cc1Cl)Nc1ccccc1,5,-11,-6,99,-0.5,106,5,-4,9
O=C1CCC(C(=O)O)N1 (stereo unspecified),7,1,4,101,0.2,102,8,0,29
CC(=O)N1CCC(C(=O)OCc2ccccc2F)(c2ccccc2)CC1,-1,-39,2,98,2.9,101,16,3,27
c1ccc2nc(-c3ccc(-n4ccnc4)cc3)ccc2c1,2,-23,11,99,-0.5,100,12,2,11
COc1ccc(C2CC(c3cccs3)=NN2C(=O)CSc2nc3c(cnn3-c3ccccc3)c(=O)[nH]2)cc1 (stereo unspecified),1,0,-11,105,0.6,91,19,2,-6
COc1ccc(NC(=O)CN2CCC(C)CC2)c([N+](=O)[O-])c1,8,8,-6,99,-1.0,98,/,2,-30
CCCCCCCC(=O)NN1CCOCC1,1,-1,-20,83,-0.8,92,-12,-9,50
O=C1CCCN1c1ccc(S(=O)(=O)Nc2ccc3c(c2)OCCO3)cc1,-6,-14,20,92,7.7,93,0,-1,-5
O=C(Cc1ccc(F)cc1)N/N=C/c1ccncc1,6,-13,-4,105,1.2,103,24,-1,9
COC(=O)Cc1ccc(NC(=S)Nc2ccccn2)cc1,11,-15,-6,98,0.6,96,-16,-2,31
COc1ccc(OC)c(NC(=O)c2cnc(Nc3ccccc3OC)c3ccccc23)c1,-9,-18,-22,96,-2.9,95,40,-2,-12
CN1CCN(S(=O)(=O)c2ccc(-c3noc(C4CCN(S(C)(=O)=O)CC4)n3)cc2)CC1,1,0,-14,99,0.9,100,18,2,-34
CCOC(=O)c1c(NC(=O)CCS(=O)(=O)c2ccccc2)sc2c1CCN(C(C)C)C2,3,25,10,97,1.6,99,17,-3,8
Fc1ccccc1N1CCN(CC2CC3C=CC2C3)CC1 (stereo unspecified),0,2,13,101,-1.0,103,7,3,15
Cc1cccc(C)c1OCC(O)CNC(C)(C)C (stereo unspecified),-6,12,-5,91,0.1,89,-2,-10,37
O=C(/C=C\N1CCOCC1)c1ccc(Br)cc1,0,-5,0,112,0.0,114,-26,13,/
O=C1OC(N2C(=O)CC[C@H]2C(=O)Nc2ccc3c(c2)OCO3)c2ccccc21 (stereo partly specified),0,-3,1,100,2.3,99,8,-1,13
O=C(NN1CCCCC1)c1cccc(COc2ccc(Cl)cc2)c1,-3,-4,-13,105,3.3,105,18,-2,-11
C=CCc1c(C)nc2cc(-c3ccc(C)cc3)[nH]n2c1=O,-3,-8,-12,106,-1.6,110,14,13,8
COC(=O)c1cc(NS(=O)(=O)c2ccc(N3CCCCC3)c([N+](=O)[O-])c2)cc(C(=O)OC)c1,6,-10,-7,96,-1.9,99,0,2,45
OCCn1ccc(-c2ccccc2OCc2ccc(F)cc2)n1,-5,-23,-20,102,-1.3,103,16,4,/
Cc1ccc(Cn2cc(/C=N/NC(=O)Cc3nnc(NC(=O)c4ccc(C)cc4)s3)c3ccccc32)cc1,6,-3,-18,102,0.2,101,-1,3,9
COc1ccc(C)cc1C(=O)CCC(=O)NC1CCCCC1,-4,-13,-1,96,-0.8,90,-15,-7,20
CCCc1nn(C)c(C(=O)Nc2ccc(C)c(C)c2)c1Cl,1,-14,-1,100,-1.7,98,28,0,18
Cc1ccc(C(=O)COC(=O)CCN2C(=O)C3C4CC(C(Br)C4Br)C3C2=O)cc1 (stereo unspecified),6,-14,-11,104,0.7,108,22,-2,-12
# The list continues:
SMILES,PfM18AAP inh,FID counter,GPR7 antagonist,MEKK3 PB1 HTS,OXTR agonist,MEKK2wt PB1 HTS,NALP1 inh,MEKK2 mut-MEK5,PHOSPHO1 inh
CC1CCN(C(=O)c2cc3nc(C4CC4)cc(C(F)(F)F)n3n2)CC1,-3,-26,-15,97,1.0,90,-49,3,-8
O=C(Nc1nc2ccccc2s1)c1ccccc1,-1,-1,-6,102,-1.9,103,2,-1,8
CC(=O)Nc1ccc(S(=O)(=O)NCCC(=O)OCCN2C(=O)c3ccccc3C2=O)cc1,0,-4,0,98,0.6,99,16,4,13
O=C(CN1C(=O)c2cccc3cccc1c23)Nc1ccc2c(c1)OCO2,3,-6,3,95,-0.6,93,6,0,18
CCOC(=O)c1cc2c(nc1C)-c1cc(Cl)cc(Cl)c1OC2O (stereo unspecified),2,2,-11,99,-1.2,93,15,-12,36
O=c1c2cc(-c3ccccc3)sc2ncn1/N=C/c1ccco1,-1,3,-10,104,-1.3,102,-10,10,17
CCN1C(=O)C2C(c3cccc(F)c3)NC(C)(C(=O)OC)C2C1=O (stereo unspecified),0,0,-12,95,1.7,91,7,-3,-12
COc1ccc(-c2nc3c(c(SCC(=O)Nc4cccc(O)c4)n2)Cc2c(CO)cnc(C)c2O3)cc1,11,-42,14,95,-0.8,91,14,-5,-3
COc1ccc(C(=O)CSc2ncnc3nc[nH]c23)cc1,2,-2,-11,97,2.6,98,0,-5,24
C/C(CCc1ccc2c(c1)OCO2)=N\N=C1\NC(=O)CC(C(=O)Nc2ccccc2)S1 (stereo unspecified),-7,-6,-14,103,0.5,98,3,0,22
CCOc1ccc(OCC)c(S(=O)(=O)n2cc(C)nc2CC)c1,1,-21,-1,100,-2.6,97,11,-3,50
Cc1cc(C(F)(F)F)nc(NCc2cccnc2)n1,2,-5,1,101,-0.8,100,6,1,6
CCc1nccn1S(=O)(=O)c1cc(C)c(OC)cc1C,3,1,10,101,-0.2,104,21,-1,0
CN1C(C(=O)Nc2ccccn2)=C(O)c2sc(Cl)cc2S1(=O)=O,3,-4,-5,101,-0.7,105,6,7,31
Cn1c(NC(=O)c2ccc(F)cc2)c(-c2ccccn2)c(=O)c2ccccc21,-6,-4,-1,98,0.0,98,13,-4,16
CCOc1ccc(-c2[nH]nc3c2C(c2ccc(O)cc2)C(C#N)=C(N)O3)cc1 (stereo unspecified),-2,-7,-9,97,-1.2,94,7,-3,-12
O=C(NCCOc1ccccc1)C1CCCN1C(=O)c1cccs1 (stereo unspecified),-10,-4,4,90,-0.4,94,/,9,/
CCC1Oc2ccccc2N(CC(=O)NCC2CCCO2)C1=O (stereo unspecified),7,-11,-8,103,0.7,103,11,6,22
CCOc1cc(C(=S)N2CCC(O)CC2)ccc1OS(=O)(=O)c1ccc(Br)cc1,-16,-23,14,116,6.7,109,9,7,30
CCC(=O)NCCc1cc2ccc(C)cc2[nH]c1=O,0,0,-8,110,-0.9,109,/,15,-4
CCCCC(CC)C(=O)NCc1ccc(F)cc1 (stereo unspecified),1,-2,-2,107,-1.8,109,19,2,-11
Cc1ccc(-c2nnc(Nc3ccc(CC(N)=O)cc3)c3ccccc23)cc1S(N)(=O)=O,-5,-32,-5,99,0.0,98,25,3,42
COC(=O)c1c(-c2cccnc2)csc1NC(=O)c1ccc2c(c1)OCO2,-2,-12,-29,99,-0.1,97,26,-5,41
COC(=O)c1ccc(Cc2ccc(C(=O)OC)o2)o1,-6,-3,1,95,-0.7,92,1,-4,18
CCOC(=O)C1CCCN(Cc2ccc(OC)c(OCc3ccccc3)c2)C1 (stereo unspecified),-2,8,-23,107,-1.1,117,3,14,30
O=CN1CCN(C(=O)c2ccc(Br)o2)CC1,0,-6,-19,107,1.1,116,4,13,53

# Compound activity as filed in PubChem BioAssay.
